Compound activity (PubChem BioAssay)
ssDAF-12 act: activates DAF-12 receptor from parasite S. stercoralis | HEK293 ssDAF-12/GRIP1 lit1-tk-luc reporter, luminescence; % of 3 µM dafachronic acid response | activation, % at 6.8 µM | 370,000 tested, 1% active;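 active = activation above the mean over all tested compounds plus 3 SD, cut at about 0.9% in these data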;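 note: 0% = DMSO-only wells and 100% = 3 µM delta7-dafachronic acid wells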
SMARCA2 activ: increases SMARCA2 function in MMTV reporter cells. activation, % at 9.1 µM. MG213 cells, MMTV-luciferase reporter, dexamethasone, overnight. 370,000 tested, 1% active; in the data active = activation above about 7.8%;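 note: 0% = vehicle wells and 100% = reference activator wells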
hcDAF12 agonist: activates DAF-12 receptor from parasite H. contortus | HEK293 hcDAF-12 lit1-tk-luc reporter, luminescence; 0% DMSO, 100% Δ7-dafachronic acid | AID 652067 | activation, % at 6.8 µM | 370,000 tested, 1.4% active;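 active = activation above the mean of all tested compounds plus 3 SD, cut at about 5.5% in these data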;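 note: 100% = response to 3 µM Δ7-dafachronic acid high control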
FXN GAA850 act: activators of GAA850 frataxin (FXN) promoter; HEK293 lucGAA850 FXN promoter luciferase reporter, 24 h; percent of 10 µM SAHA response; 360,000 tested, 0.56% active; activation, % at 6 µM;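 active = activation above the average of all compounds screened plus 3 SD, cutoff fixed separately per campaign, cut at about 7.5% in these data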;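 note: 0% = DMSO wells and 100% = 10 µM SAHA wells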
GC-B act: GC-B (human) receptor activation; P20594; HEK293-GC-B cells, CNP EC30, cGMP TR-FRET; 0% at EC30 CNP, 100% saturating CNP; activation, % at 10 µM; 370,000 tested, 0.11% active; AID 1920062;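 active = activation at 10 µM reaching about 35% in either raw or pattern-adjusted values, limit read from the data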
DAX1 inh-1: NR0B1 (DAX1) inhibition; 340,000 tested, 0.99% active; P51843; AID 504766; inhibition, % at 6.75 µM; HEK293 Gal4-DAX1 luciferase reporter, luminescence;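 active = inhibition above the mean over all tested compounds plus 3 SD, cut at about 4.2% in these data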;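 note: 0% = DAX1-transfected cells with DMSO and 100% = empty-vector control cells with DMSO; inhibition shows as a rise in luminescence from relieved DAX1 repression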
Target sequence (P51843 207-470 limits assumed): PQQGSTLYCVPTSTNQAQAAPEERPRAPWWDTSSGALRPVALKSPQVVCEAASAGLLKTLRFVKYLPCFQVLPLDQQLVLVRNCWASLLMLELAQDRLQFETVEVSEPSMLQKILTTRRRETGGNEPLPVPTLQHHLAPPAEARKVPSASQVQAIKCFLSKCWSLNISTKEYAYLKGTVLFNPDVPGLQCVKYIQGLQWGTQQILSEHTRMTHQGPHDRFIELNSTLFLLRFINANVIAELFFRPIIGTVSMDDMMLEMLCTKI
ADAM10 inh: inhibitors of human ADAM10; O14672; 370,000 tested, 0.62% active; inhibition, % at 7 µM; AID 720582; recombinant ADAM10, EDANS/DABCYL FRET peptide cleavage, 3 h;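 active = inhibition above a per-campaign cutoff equal to the mean of compounds falling between control-based bounds plus 3 SD, cut at about 20% in these data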;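 note: 0% = DMSO wells while the 100% control is not disclosed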
Target sequence (O14672 214-748 limits assumed): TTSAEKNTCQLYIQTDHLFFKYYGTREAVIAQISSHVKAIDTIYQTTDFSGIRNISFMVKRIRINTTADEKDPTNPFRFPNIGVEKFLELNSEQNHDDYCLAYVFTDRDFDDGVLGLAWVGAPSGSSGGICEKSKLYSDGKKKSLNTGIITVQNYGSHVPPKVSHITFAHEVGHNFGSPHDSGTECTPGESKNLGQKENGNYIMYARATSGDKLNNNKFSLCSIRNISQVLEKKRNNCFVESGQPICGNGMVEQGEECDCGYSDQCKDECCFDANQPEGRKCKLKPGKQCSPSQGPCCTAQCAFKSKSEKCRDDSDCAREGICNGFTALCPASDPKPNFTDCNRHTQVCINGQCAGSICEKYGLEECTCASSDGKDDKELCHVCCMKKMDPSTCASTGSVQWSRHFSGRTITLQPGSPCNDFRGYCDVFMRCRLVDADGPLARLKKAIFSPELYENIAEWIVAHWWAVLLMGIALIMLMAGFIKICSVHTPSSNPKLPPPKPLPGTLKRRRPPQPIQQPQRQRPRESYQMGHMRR
GC-A act: GC-A (human) enzyme activation | P16066 | HEK293 GC-A cells, cGMP TR-FRET, EC30 ANP; 0% at EC30 ANP, 100% saturating ANP | activation, % at 10 µM | 370,000 tested, 0.14% active | AID 1671463; in the data active = activation above about 40%
hgDAF-12 ag: hgDAF-12 agonism, primary luciferase screen; HEK293 GAL4-hgDAF12 UAS-luciferase reporter, agonist luminescence; normalized to butyrate control; activation, % at 6.8 µM; 370,000 tested, 1.8% active; AID 687014;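 active = activation above a cutoff set at the mean of all screened compounds plus 3 SD, cut at about 10% in these data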;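 note: 0% = DMSO wells and 100% = sodium butyrate wells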
DAX1 inh-2: inhibitors of DAX1 repression of SF-1 activated StAR promoter; inhibition, % at 6.8 µM; 370,000 tested, 1.1% active; AID 652010; HEK293T StAR-luciferase reporter, SF-1/DAX-1 repression relief;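 active = inhibition above the mean over all tested compounds plus 3 SD, cut at about 3.6% in these data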;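 note: 0% = DAX-1 cells with DMSO and 100% = cells lacking DAX-1 with DMSO; higher inhibition means more luminescence from relief of DAX-1 repression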
HGIII-sPLA2 inh: Inhibits HGIII-sPLA2 liposome hydrolysis, primary screen | QFRET BODIPY PC-A2 liposome hydrolysis, fluorescence | inhibition, % at 12.2 µM | 370,000 tested, 0.56% active;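 active = inhibition above mean plus 3 SD of compounds lying within the high and low control bounds, cut at about 19% in these data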;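 note: 0% = median of test compound wells and 100% = no enzyme DMSO wells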
An asterisk follows results filed as active; x = no result given.

The opening 4 entries (preview)
SMILES	ssDAF-12 act	SMARCA2 activ	hcDAF12 agonist	FXN GAA850 act	GC-B act	DAX1 inh-1	ADAM10 inh	GC-A act	hgDAF-12 ag	DAX1 inh-2	HGIII-sPLA2 inh
CN1CCN(c2ccc(S(=O)(=O)N3CCCCC3)cc2NC(=O)Cc2ccc(Cl)cc2)CC1	-1.2	-2	-1.1	-0.5	7	-0.5	-1	7	0.5	-0.1	-20
CC1(C(=O)NS(=O)(=O)c2ccc(F)cc2F)CCN1C(=O)Cc1ccccc1Cl (configuration not stated)	-0.1	-4	-0.6	0.7	-6	x	-9	4	0.6	-1.0	13
O=S(=O)(CCSc1ccc(C(F)(F)F)cn1)c1ccccc1	-1.4	1	0.6	2.2	7	2.4	4	-1	1.3	-0.2	0
COc1ccc(-c2nc(C#N)c(N3CCN(C(=O)c4ccco4)CC3)o2)cc1OC	-0.8	2	-0.1	1.0	-2	0.1	-11	2	-0.8	0.4	-7

The whole of this part, previewed entries included:
SMILES	ssDAF-12 act	SMARCA2 activ	hcDAF12 agonist	FXN GAA850 act	GC-B act	DAX1 inh-1	ADAM10 inh	GC-A act	hgDAF-12 ag	DAX1 inh-2	HGIII-sPLA2 inh
CN1CCN(c2ccc(S(=O)(=O)N3CCCCC3)cc2NC(=O)Cc2ccc(Cl)cc2)CC1	-1.2	-2	-1.1	-0.5	7	-0.5	-1	7	0.5	-0.1	-20
CC1(C(=O)NS(=O)(=O)c2ccc(F)cc2F)CCN1C(=O)Cc1ccccc1Cl (configuration not stated)	-0.1	-4	-0.6	0.7	-6	x	-9	4	0.6	-1.0	13
O=S(=O)(CCSc1ccc(C(F)(F)F)cn1)c1ccccc1	-1.4	1	0.6	2.2	7	2.4	4	-1	1.3	-0.2	0
COc1ccc(-c2nc(C#N)c(N3CCN(C(=O)c4ccco4)CC3)o2)cc1OC	-0.8	2	-0.1	1.0	-2	0.1	-11	2	-0.8	0.4	-7
COc1cccc(NC(=S)NC(=O)Cc2ccccc2)c1	-1.4	-1	-0.2	4.0	0	5.6*	-2	3	1.3	0.0	-8
O=C(CSc1ccccn1)Nc1ccc2c(c1)OCCO2	0.2	8.4*	2.4	3.5	2	3.9	0	2	10	1.4	13
O=C(CSc1ccc(Cl)cc1)NC(=O)NCc1ccco1	-2.5	-1	0.2	-1.1	8	-0.2	-8	2	2.4	0.6	-11
O=C(O)/C=C/c1cnc[nH]1	-0.8	0	0.9	-0.2	-1	-0.6	3	2	-1.5	0.4	-2
CCn1ncc(Br)c1C(=O)Nc1cc(C(=O)OC)ccc1C(=O)OC	0.6	3	0.7	-1.1	-10	-0.1	-35	-10	1.0	0.8	-4
Nn1c(Nc2ccccc2)nc2sc3c(c2c1=O)CCC3	-1.6	1	-0.1	3.8	-9	-2.4	-10	3	1.5	-0.8	-5
CN(C)S(=O)(=O)c1cccc(C(=O)Nc2ccc(S(=O)(=O)N3CCCC3)cc2)c1	-1.6	-3	-0.1	-2.4	-1	-0.1	-12	-1	-2.1	-1.5	-13
CCOc1ccc(NC(=O)/C(C#N)=C/c2cn(CC(=O)O)c3ccccc23)cc1	-0.3	1	2.5	1.7	0	-0.3	-4	2	-1.5	0.4	-3
COc1ccccc1N(C(=O)CNC(=O)c1ccco1)C(C(=O)NC1CCCC1)c1ccco1 (configuration not stated)	-0.8	-2	2.9	-0.6	-2	1.4	-3	0	2.6	-0.2	4
Cc1ccc(S(=O)(=O)O/N=C2/CCCc3occc32)cc1	-1.2	0	-0.4	-0.5	4	1.1	2	1	1.0	-0.1	3
Cc1cc(NC(=O)CSCC(=O)Nc2cccc(S(=O)(=O)N3CCCCCC3)c2)no1	-1.6	-3	-0.4	1.2	1	-0.1	-10	-5	-0.9	-1.1	4
Cc1ccccc1OCC(=O)N/N=C/c1sc(=O)n(Cc2cccc(C(=O)O)c2)c1Cl	-1.6	1	-1.8	-0.8	-7	-0.5	1	-1	-0.2	1.2	-29
O=C(CSc1nnc(-c2ccncc2)n1Cc1ccco1)Nc1nccs1	-0.7	-1	-0.5	-0.3	4	-0.5	-6	3	2.5	-0.6	2
Cc1ccc(C(=O)NCCSc2c(C)[nH]c3ccccc23)cc1[N+](=O)[O-]	-0.8	1	-0.3	-2.9	-9	-1.0	7	-2	-4.1	-1.1	-8
CSc1ccccc1NC(=O)c1cnccn1	-0.2	1	2.0	-0.2	-3	-0.1	-5	-3	1.3	-0.2	2
COC(=O)c1sc2nc(SCC(=O)N(C)c3ccccc3)n(N)c(=O)c2c1C	-1.1	-1	-0.9	4.5	-1	-0.9	-48	-3	-0.5	0.3	11
COc1ccc(NC(=O)CSc2nnc(C)c3ccccc23)cc1	-1.3	2	-0.2	1.9	-2	0.2	-5	1	0.0	-0.2	-1
CCOc1ccc(NC(=O)C(C)Oc2ccccc2C(=O)Nc2ccc(C)c(Cl)c2)cc1 (configuration not stated)	0.7	-1	7.0*	2.8	-4	-0.1	14	2	8.1	0.2	-45
O=C(CSc1nnc(-c2ccc(OC(F)F)cc2)o1)N1CCOCC1	-1.7	2	3.2	3.9	3	0.7	0	3	7.8	1.3	-2
C/C(=N\N1CCN(c2ccccc2)CC1)c1cccs1	-1.4	-2	-2.3	1.1	-5	-0.8	-4	1	3.3	0.5	8
Cc1cc(C(=O)CSc2nnc(-c3ccncc3)n2-c2ccccc2)c(C)n1C	-1.3	-2	-2.2	0.5	3	7.4*	-8	7	-1.5	-1.7	-12
CCOC(=O)c1[nH]c2ccccc2c1NC(=O)Nc1ccc(OC)cc1	0.9*	1	4.2	-1.9	0	0.7	-2	-1	1.5	0.5	-4
CN1c2ccc(Cl)cc2C(=O)NC1c1ccc([N+](=O)[O-])s1 (configuration not stated)	-1.9	-2	-2.5	0.5	-19	-2.3	-2	-17	-1.0	-0.4	-9
O=C(NC(Cc1c[nH]c2ccccc12)c1nnc2n1CCCCC2)c1ccc(Cl)cc1 (configuration not stated)	-1.6	-3	-2.6	2.1	-6	-0.7	3	-7	0.9	-0.4	-48
CN(C(=O)c1ccc(-c2nn(C)c(=O)c3ccccc23)cc1)c1ccccc1	-1.9	-4	-0.6	-0.8	-3	-1.0	-8	2	-3.0	-1.5	1
CCCCNC(=O)COc1ccccc1[N+](=O)[O-]	-0.9	4	1.3	2.8	-4	-0.7	-1	-4	2.1	0.2	3
COC(=O)C(C)(C)ONC(=O)Nc1ccccc1Br	-1.9	-4	-2.6	-4.3	6	-0.2	-3	1	-1.8	-0.3	21*
CC(=O)c1cccc(NC(=S)NC(=O)c2ccccc2Br)c1	-0.9	-3	-2.9	4.9	0	-0.7	2	-6	1.3	-0.5	12
CCCOC(=O)c1ccc(NC(=O)COC)cc1	-0.6	4	0.3	1.5	-3	0.5	4	5	5.1	0.2	-2
NS(=O)(=O)c1ccc(NC(=S)NCC2CCCO2)cc1 (configuration not stated)	-1.0	0	-1.7	-0.1	-4	0.1	4	3	-3.1	0.7	8
CC(=O)N1CCc2c(sc(NC(=O)CCS(=O)(=O)c3ccccc3)c2C#N)C1	-0.8	0	0.7	-1.1	1	0.1	2	-1	-0.5	-2.4	2
O=C1Nc2ccccc2N(C(=O)c2ccc3ccccc3c2)C1c1nc2ccccc2[nH]1 (configuration not stated)	1.8*	5	6.7*	x	-5	x	-208	-10	27*	13*	13
O=C(COC(=O)c1cccc(Cl)c1)NC1CCCCCCC1	-1.1	0	0.1	-0.8	-3	0.2	-13	-1	0.4	-1.3	5
CCOc1ccc(-c2cc3nc(C4CCN(C(=O)OC(C)(C)C)CC4)c(C(=O)O)cn3n2)cc1	-1.4	-1	-1.6	3.8	-4	0.9	-71	3	-3.7	0.2	-45
CCCCNS(=O)(=O)c1ccc2nc(SCC(=O)Nc3cc(C)cc(C)c3)[nH]c2c1	-1.7	-2	-1.4	1.2	3	0.1	18	-4	-1.6	-0.2	-72
COc1cc(SC)ccc1C(=O)Nc1ccc(OCC(=O)N2CCOCC2)cc1	0.5	6	1.9	5.3	-5	-0.1	0	1	8.2	1.0	-9
CC(C)(C)C(=O)OC12CCCN(C1)/C(=C/c1ccncc1)C2 (configuration not stated)	-1.6	-2	-2.9	x	-5	x	0	2	2.6	-2.1	-1
O=C1NC(c2ccc(-c3ccccc3[N+](=O)[O-])o2)C(C(=O)c2ccc(Cl)cc2)C(O)(C(F)(F)F)N1 (configuration not stated)	0.1	-3	0.8	-1.6	-22	-0.1	15	-22	-4.1	-0.5	-3
O=C(NCC1CCN(Cc2ccccc2)CC1)[C@H]1O[C@@H](n2ccc(=O)[nH]c2=O)[C@H](O)[C@@H]1O	0.5	-2	4.8	x	-1	x	-4	0	3.6	-0.9	3
COc1ccc(/C=C2\SC(=S)N(CC(=O)N3CCN(C)CC3)C2=O)cc1	-0.6	-1	-0.1	-0.8	0	x	-1	4	2.5	0.2	-4
O=C(NC1(C(F)(F)F)NC(=O)N(C2CCCCC2)C1=O)C1CC1 (configuration not stated)	-1.7	0	-0.4	-0.4	0	0.7	6	1	-1.4	0.9	-2
CCCC1=Nc2cc(C(=O)NCCN3CCOCC3)ccc2Sc2ccc(C)cc21	-1.0	-3	5.5	-0.7	4	1.3	9	-3	0.8	-0.2	-7
Cc1c(Cl)cnc(NC(=O)COC(=O)c2ccc([N+](=O)[O-])s2)c1Cl	-1.7	-1	0.4	-1.2	-3	-0.6	-16	-5	3.4	0.5	-1
CC(C)CNC(=O)COC(=O)c1n[nH]c2ccccc12	-1.1	3	1.0	2.1	2	-0.1	-11	3	3.1	0.7	-5
Cc1cnc(CN(C)Cc2c(C(=O)N3CCc4ccccc4C3)nc3ccc(Cl)cn23)[nH]1	-0.7	0	0.6	2.1	5	-0.1	2	4	-0.5	0.6	0
COc1cccc(OC)c1C(=O)Nc1ccccc1N1CCCCC1	-1.9	-2	-2.0	3.0	-11	0.2	5	-57	-3.5	-0.8	-11
COC(=O)c1ccccc1OCC(=O)N1CCN(c2ccc(Cl)cc2)CC1	-1.2	1	-1.0	3.7	-3	-0.1	6	-5	-1.7	-0.4	0
COC(=O)c1ccsc1NC(=O)c1ccccc1	-1.6	-1	0.0	0.5	1	-0.3	-14	-1	-0.6	0.6	-2
O=C(NCCCNCc1ccccc1)/C(=N\O)c1ccccc1	-1.0	-3	-0.3	0.9	-7	1.3	3	-1	-2.0	0.6	3
Cc1cc(N2CCOCC2)n2ncc(-c3ccc(Cl)cc3)c2n1	-1.9	-3	-1.2	-5.1	-3	6.7*	-3	13	-3.2	-0.7	-4
Cc1cc(C)cc(SCc2noc(C(=O)NCCCN3CCOCC3)c2C(=O)NCCCN2CCOCC2)c1	-1.0	0	-1.3	2.2	-3	0.4	-2	2	-0.8	0.6	-3
